# Tau FP inhib: qHTS for Inhibitors of Tau Fibril Formation, Fluorescence Polarization. K18 P301L tau heparin fibrillization, Alexa594 FP, 6 h. Potency, µM (top dose mostly 57.7 µM), for the others: at the highest dose activity, negative = inhibition, hits mostly inhibitors. AID 1468, 2008. Microtubule-associated protein tau (Homo sapiens), P10636. 0.39% of 280,000 active; also: % is scaled to controls: 0 for no effect and ±100 for the full control effect; nearly all actives have a fitted effect of over 55% in size
# Target sequence (P10636 561-689 P618L limits assumed): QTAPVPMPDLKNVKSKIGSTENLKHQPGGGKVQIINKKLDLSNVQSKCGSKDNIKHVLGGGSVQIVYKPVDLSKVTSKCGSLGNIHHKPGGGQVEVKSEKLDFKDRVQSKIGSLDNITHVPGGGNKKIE
#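 Recombinant K18 P301L […], labeled with Alexa 594 at 0.24 uM over 15 uM unlabeled; heparin inducer 20 uM final; 37 C, 6 hr; FP endpoint.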
# Tau ThT inhib: qHTS for Inhibitors of Tau Fibril Formation, Thioflavin T Binding; Microtubule-associated protein tau (Homo sapiens), P10636; recombinant tau K18 P301L, heparin-induced fibrillization, ThT fluorescence; Potency, µM (top dose mostly 57.4 µM), without a hit: at the top dose activity, negative = inhibition, usual class: inhibitors; 2.1% of 270,000 active; also: % is scaled to controls: 0 for no effect and ±100 for the full control effect; nearly all actives have a fitted effect of over 55% in size
#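 Using a mix of unlabeled (15 uM) and Alexa 594-labeled (0.24 uM) tau K18 P301L, heparin-triggered fibrillization over 6 hr at 37 C was scored by ThT fluorescence.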
# TexasRed fluor: Total Fluorescence Counterscreen for Inhibitors of the Interaction of Thyroid Hormone Receptor and Steroid Receptor Coregulator 2 | TRb/SRC2 Texas Red total fluorescence interference | Potency, µM (doses to about 106 µM), without a hit: top-dose fluorescence change, negative = quenching | 0.29% of 280,000 active | AID 1479, 2009; active = well fitted curve in either direction with a large enough effect; inconclusive = small, poorly fitted or top-dose-only effect; also: % is scaled to controls: 0 for no effect and ±100 for the full control effect
#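 Human TRβ ligand-binding domain (0.6 uM) and Texas Red SRC2 peptide (20 nM) in Tris buffer with 1 uM T3 and 5% DMSO were incubated with pinned compound for 5 hr at ambient temperature. Total fluorescence was computed as S + 2P (555/632 nm).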
# RECQ1 helicase: qHTS Assay for Inhibitors of RecQ-Like Dna Helicase 1 (RECQ1) | ATP-dependent DNA helicase Q1 (Homo sapiens), P46063 | AID 2549, 2010 | Potency, µM (titrated, usually from 57.3 µM), without a hit: top-dose activity, negative = inhibition, most hits filed as inhibitors | RECQ1 DNA unwinding, red fluorescence kinetic read | 0.54% of 240,000 active;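 also: plate controls were vehicle for no effect and no enzyme for full effect; nearly all actives have a fitted effect of over 30% in size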
#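 50 nM RECQ1T1 preincubated 15 min with compound in Tris pH 8.0 buffer with MgCl2, DTT, Tween-20 and 2.5 ug/ml poly(dI-dC); started with 200 nM TAMRA/BHQ-2 forked duplex and 2 mM ATP. Unwinding read as fluorescence (525/598 nm), two reads 2 h apart.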
# Tau fluor counter: Counterscreen qHTS for Inhibitors of Tau Fibril Formation, Fluorescence Polarization. tau K18 P301L Alexa594 fluorescence, heparin fibrillization. Potency, µM (highest dose often 57.7 µM), without a hit: at the highest dose activity change, negative = decrease. 0.93% of 280,000 active; also: % is scaled to controls: 0 for no effect and ±100 for the full control effect; nearly all actives have a fitted effect of over 55% in size
#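 Human tau K18 P301L (15 uM unlabeled, 0.24 uM Alexa 594-labeled) in 100 mM sodium acetate pH 7 with 20 uM heparin, 6 hr at 37 C. ThT 30 uM added, 1 hr ambient; Alexa 594 FP and total fluorescence read at 555/632 nm.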
# L3MBTL1 inh: qHTS Assay for the Inhibitors of L3MBTL1; Lethal(3)malignant brain tumor-like protein 1 (Homo sapiens), Q9Y468; AlphaScreen L3MBTL1–H3K9me1 peptide binding; Potency, µM (doses to about 57.1 µM), for inactives: at the highest dose activity, negative = inhibition, most hits filed as inhibitors; 0.66% of 230,000 active; AID 485360, 2010; also: % is scaled to controls: 0 for no effect and ±100 for the full control effect; nearly all actives have a fitted effect of over 60% in size
#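 Displacement of a biotinylated histone H3(1-15) peptide monomethylated at Lys9 (75 nM) from L3MBTL1 (50 nM) was measured by AlphaScreen after a 30 min room-temperature compound incubation; cefsulodin titration served as intraplate control.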
# TRb SRC2 PPI: qHTS for Inhibitors of the Interaction of Thyroid Hormone Receptor and Steroid Receptor Coregulator 2; Thyroid hormone receptor beta (Homo sapiens), P10828; TRbeta-SRC2 peptide binding, fluorescence polarization; receptor liganded with 1 µM T3; Potency, µM (top dose mostly 106 µM), without a hit: at the highest dose activity change, negative = inhibition, usual class: inhibitors; 0.065% of 280,000 active; AID 1469, 2008;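 also: plate controls were bound peptide for no effect and peptide without receptor for full effect; nearly all actives have a fitted effect of over 50% in size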
# Target sequence (P10828 whole entry, looked up): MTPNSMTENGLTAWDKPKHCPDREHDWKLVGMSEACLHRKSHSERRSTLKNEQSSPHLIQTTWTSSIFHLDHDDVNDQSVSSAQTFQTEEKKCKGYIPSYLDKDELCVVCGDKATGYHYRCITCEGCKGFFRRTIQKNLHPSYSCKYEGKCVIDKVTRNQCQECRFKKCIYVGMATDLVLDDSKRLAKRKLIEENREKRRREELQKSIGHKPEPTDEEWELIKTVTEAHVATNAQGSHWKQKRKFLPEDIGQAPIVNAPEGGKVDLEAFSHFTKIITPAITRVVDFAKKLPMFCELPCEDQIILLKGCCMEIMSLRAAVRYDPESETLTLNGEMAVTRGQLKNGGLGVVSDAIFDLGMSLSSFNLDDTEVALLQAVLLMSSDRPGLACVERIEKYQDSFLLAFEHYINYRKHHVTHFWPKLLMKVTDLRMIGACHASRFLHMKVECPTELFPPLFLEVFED
#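 A fluorescence polarization screen tested compounds at multiple concentrations against complex formation between 0.6 uM TRb ligand-binding domain and 20 nM Texas Red SRC2 peptide, with 1 uM T3 present; readout after 5 hr.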
# HTT cytoprotect: qHTS Multiplex Assay to Identify Dual Action Probes in a Cell Model of Huntington: Cytoprotection (ATP) | PC12 HTT-Q103 induced, cytoprotection, ATP luminescence, 40 h | Potency, µM (doses to about 56.4 µM), for the others: cytoprotection (ATP increase), hits mostly activators | 0.14% of 230,000 active | AID 1471, 2008;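 also: % of control where 0% means no effect; nearly all actives have a fitted effect of over 45% in size; toxic huntingtin expression switched on by the ecdysone agonist tebufenozide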
#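 PC12 cells stably carrying ecdysone-inducible Htt exon 1 (Q103)–GFP were induced with 100 nM tebufenozide (final) alongside library compounds in a dose series. Cytoprotection was scored as retained ATP by ATPlite luminescence.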
# * = called active by the depositor; i = inactive; ? = inconclusive; . = no result given; [ ] = remark or other dose. Unless noted, calls follow the shape of the dose curve; as a rule, active = well fitted curve in the direction sought with a large enough effect; inconclusive = small, poorly fitted or top-dose-only effect, or another doubt; inactive = no such curve, though single readings can be large; an effect the other way counts as inactive or inconclusive. Potency is read from the fitted curve at half-maximal effect. The list is partial. The share of hits here may be higher or lower than overall.
SMILES,Tau FP inhib,Tau ThT inhib,TexasRed fluor,RECQ1 helicase,Tau fluor counter,L3MBTL1 inh,TRb SRC2 PPI,HTT cytoprotect
CCOCCCNC(=O)c1ccc(Cn2c(=O)c3cccn3c3cccnc32)cc1,-2.6%,10.5%,-0.7%,.,0.4%,.,-4.6%,.
COc1ccc2sc(N(CCCN(C)C)C(=O)c3nc4ccccc4s3)nc2c1,-0.8%,-13.1%,-0.4%,-14.8%,-10.6%,-23.3%,3.3%,4.8%
O=c1c2oc3ccccc3c2n(Cc2ccccc2F)c(=O)n1Cc1ccccc1,3.6%,8.6%,-1.9%,.,0.8%,.,4.4%,.
CC1(c2ccccc2)NC(=O)N(CCOc2ccccc2)C1=O (configuration not stated),-0.4%,-3.3%,-4.7%,-2.1%,-6.7%,5.5%,-4.8%,-9.9%
CC1CCCC(NC(=O)CCCn2c(=S)[nH]c3ccccc3c2=O)C1C (configuration not stated),-5.0%,2.4%,-4.1%,0.0%,-8.4%,.,1.1%,?
CCc1ccc(-n2c(=O)c3sc4ccccc4c3n(Cc3cccc(F)c3)c2=O)cc1,-5.7%,5.0%,-0.5%,.,-2.3%,.,-5.6%,.
CCCNC(=O)CCn1nc(-c2ccccc2)c2ccccc2c1=O,-4.9%,-3.2%,2.4%,.,-6.1%,.,2.2%,.
CC1(OC(=O)c2ccco2)C(=O)C2=COC(C3CC3)=CC2=C(Br)C1=O (configuration not stated),-8.6%,?,-1.5%,-1.7%,-9.4%,.,4.0%,3.9%
Cc1cccc(C(=O)N2CCN(c3ccc([N+](=O)[O-])c(NCc4ccco4)c3)CC2)c1,10.3%,?,-2.8%,-15.1%,-18.3%,-21.8%,1.1%,-23.2%
O=[N+]([O-])c1c(Nc2ccccc2O)cc(N2CCOCC2)c2nonc12,-0.1%,?,-8.1%,i,-9.0%,.,-1.5%,-11.2%[10 µM]
COC(=O)c1ccc(CSc2nc3cc(Cl)ccc3o2)cc1,-11.3%,?,-1.6%,-0.4%,-26.6%,.,-14.9%,-21.6%
Cc1ccc(Cl)cc1N(CC(=O)N1CCCCCC1)S(C)(=O)=O,-4.6%,0.5%,2.1%,-2.1%,-6.0%,-1.5%,2.2%,3.1%
COc1ccc(CNC(=O)C(NC(C)=O)C(=O)Nc2ccc(C(C)C)cc2)cc1 (configuration not stated),0.5%,-5.4%,-0.7%,-5.0%,-6.7%,-8.2%,-0.7%,-42.8%[inhibitor]
C/C(=N/NC(=O)Cc1c(C)[nH][nH]c1=O)c1ccc(O)cc1,2.4%,0.7%,2.1%,-3.7%,5.1%,-8.3%,-18.4%,21.6%[10 µM]
O=C(c1ccccc1)N1CCN(C(=O)N2CCOCC2)CC1,14.2%,-7.1%,1.5%,-13.5%,-9.9%,.,2.0%,10.1%
COC(=O)c1ccc(C2C(C#N)=C(C)NC3=C2C(=O)CC(C)(C)C3)cc1 (configuration not stated),1.6%,-3.6%,-2.1%,i,?,4.4%,2.3%,-40.4%[inhibitor]
COc1ccccc1OCCOCCn1cnc2ccccc2c1=O,5.8%,1.6%,2.2%,i,4.9%,.,-23.7%,-17.4%[0.074 µM]
CC(C)(C)c1[nH]nc2c1C(c1cccnc1)C(C#N)=C(N)O2 (configuration not stated),0.6%,?,-11.5%,-3.4%,-7.9%,-2.3%,4.9%,-24.3%
Cc1nc2c(C(=O)NCCc3ccccc3)cnn2c(C)c1Cc1c(F)cccc1Cl,10.8%,-11.5%,0.5%,.,-14.9%,.,3.5%,.
Cc1snc2sc(C(=O)c3ccc(F)cc3)c(N)c12,-4.2%,.,-2.4%,-7.9%,-16.2%,.,-2.0%,0.7%[10 µM]
COc1ccc(CNC(=O)C2CC(c3ccccc3C(F)(F)F)=NO2)cc1 (configuration not stated),5.0%,-4.0%,-0.8%,-3.1%,-7.6%,.,1.1%,5.3%[10 µM]
CN(C)C=NC(=O)c1cc(C(=O)c2ccccc2)c[nH]1,7.7%,-2.1%,-1.2%,i,-1.6%,12.9%,6.1%,-23.8%
COc1ccc(-c2nnc3ccc(SCC(=O)NCc4ccco4)nn23)cc1OC,-5.0%,-12.7%,0.6%,-4.3%,-13.1%,.,-15.0%,-24.4%
CC(=O)N=C1SC2CS(=O)(=O)CC2N1c1ccccc1Cl (configuration not stated),7.4%,-5.0%,0.2%,-11.6%,10.1%,-4.4%,3.8%,-14.8%[0.074 µM]
CC1Oc2ccccc2OC1C(=O)Nc1ccccn1 (configuration not stated),-1.5%,-10.2%,-2.9%,i,0.0%,9.7%,-3.6%,-9.0%[10 µM]
CCC(=O)Nc1ccc(-c2nnc3c4ccccc4c(C)nn23)cc1,?,-14.3%,0.2%,.,-8.1%,.,-2.0%,.
O=C1NC[C@@H](Cc2ccc(O)cc2)N(CC2CCCCC2)C1=O,-3.8%,0.1%,-2.5%,-3.4%,-1.1%,.,-6.3%,1.6%[10 µM]
Cc1oc(-c2ccccc2)cc1C(=O)NC1CCN(Cc2ccccc2)CC1,6.1%,-9.2%,-2.0%,-10.6%,-13.8%,3.8%,-1.0%,7.6%[10 µM]
CCN(CC)CCNc1nc2c(c(=O)[nH]c(=O)n2C)n1CC(O)COc1ccc(Cl)cc1Cl (configuration not stated),-3.1%,4.8%,-2.1%,-1.4%,1.5%,-2.6%,2.9%,-3.9%
O=C(CCCn1c(=O)[nH]c2ccsc2c1=O)NCc1cccs1,1.6%,2.2%,-2.0%,-5.7%,-1.5%,-3.0%,0.5%,3.0%

# Whole records, quoted from the list:
# CCc1ccc(-n2c(=O)c3sc4ccccc4c3n(Cc3cccc(F)c3)c2=O)cc1 in the list: Tau FP inhib = -5.7%; Tau ThT inhib = 5.0%; TexasRed fluor = -0.5%; RECQ1 helicase = .; Tau fluor counter = -2.3%; L3MBTL1 inh = .; TRb SRC2 PPI = -5.6%; HTT cytoprotect = .
# CC(=O)N=C1SC2CS(=O)(=O)CC2N1c1ccccc1Cl (configuration not stated) in the list: Tau FP inhib = 7.4%; Tau ThT inhib = -5.0%; TexasRed fluor = 0.2%; RECQ1 helicase = -11.6%; Tau fluor counter = 10.1%; L3MBTL1 inh = -4.4%; TRb SRC2 PPI = 3.8%; HTT cytoprotect = -14.8%[0.074 µM]

# Next compounds follow:
SMILES,Tau FP inhib,Tau ThT inhib,TexasRed fluor,RECQ1 helicase,Tau fluor counter,L3MBTL1 inh,TRb SRC2 PPI,HTT cytoprotect
O=C1NCC(c2ccccc2)C1C(=O)N/N=C/c1ccc(Cl)s1 (configuration not stated),3.6%[2.34 µM],-6.5%,-0.9%,-14.9%,7.7%[2.34 µM],-14.6%,-0.1%,.
CCCCOC(=O)CCc1c(C)n[nH]c1C,4.6%,-6.0%,1.4%,i,-2.9%,5.6%,3.9%,-3.1%[10 µM]
CC1=NC(=O)C(N=Nc2cccc(C(=O)O)c2)N1c1ccccc1 (configuration not stated),4.5%,15.8µM*,-6.8%,i,-15.1%,.,2.1%,-60.7%[inhibitor]
Nc1cc(=O)[nH]n1C1CCCC1,-3.4%,-5.5%,-2.0%,-10.6%,-8.7%,-4.2%,5.7%,-19.0%
CCCCc1c(O)nc2ccccn2c1=O,?,-0.8%,-2.6%,-7.2%,-3.3%,5.2%,3.4%,22.5%[10 µM]
COc1cc(C2CC(=O)Oc3c2c(=O)n(C)c2ccccc32)cc(OC)c1OC (configuration not stated),-5.1%[2.34 µM],6.7%,-3.9%,-0.1%,4.5%[2.34 µM],1.2%,2.1%,7.5%[10 µM]
COc1ccc(C)cc1NC(=O)C1CCN(S(=O)(=O)Cc2ccccc2)CC1,1.8%,7.9%,-0.8%,.,4.7%,.,-1.4%,.
Cc1ccc(-n2nnc3c(=O)n(CC(=O)OCc4ccccc4)cnc32)cc1,-9.9%,-6.0%,-2.4%,-1.2%,-5.1%,6.0%,-18.5%,.
COc1ccc(OC)c(-c2cc(C(=O)Nc3cccc(Cl)c3)no2)c1,-15.5%,-9.2%,-2.1%,-4.5%,?,8.3%,-6.6%,19.3%
COc1ccc(/C=N/n2cnc3scc(-c4cccs4)c3c2=O)cc1OC,6.7%,-0.9%,0.5%,-6.6%,0.6%,9.4%,-1.7%,-3.6%[10 µM]
CN(C)c1ccc(/C=N/NC(=O)C2COc3ccccc3O2)o1 (configuration not stated),4.9%,?,3.8%,-5.6%,-1.5%,-10.5%,-2.1%,.
CCOC(=O)c1c(C)[nH]c(C(=O)CN2C(=O)NC(C)(c3ccc4ccccc4c3)C2=O)c1C (configuration not stated),1.2%,-14.3%,-3.7%,-17.0%,-19.3%,-7.7%,-7.0%,-55.9%[inhibitor]
CCCCOP(=O)(c1ccc(N(C)C)cc1)C(O)c1ccncc1 (configuration not stated),-3.7%,-2.3%,-2.9%,-2.9%,4.5%,-0.3%,-13.0%,9.4%
CCC(=O)NC1=C(NC(C)c2ccccc2)C(=O)c2ccccc2C1=O (configuration not stated),1.9%,?,0.8%,19.2%,-11.2%,.,-9.1%,0.8%
O=C(COc1cc(O)c2c(=O)c3ccccc3oc2c1)OCc1ccccc1,-5.9%,-15.5%,1.1%,0.8%,-8.4%,.,-1.5%,11.8%[10 µM]
COc1ccc(-c2nn(-c3ccccc3)cc2C(=O)O)cc1OC,0.0%,8.4%,-1.8%,-1.6%,3.3%,.,5.7%,-21.8%
Cc1cc(-c2n[nH]c(=S)n2Cc2ccco2)nn1C,-9.8%,-7.7%,-13.1%,-3.0%,-6.3%,-2.3%,-1.5%,5.4%[10 µM]
COc1ccc(CN(C)c2ccc(-c3nc(-c4ccc(OC)c(OC)c4)no3)cc2[N+](=O)[O-])cc1,-7.4%,?,-1.6%,.,?,.,9.8%,.
